# CHO-K1 Ca antag = nonselective inhibitor or artifact in parental CHO-K1 cells; ATP-induced calcium, Fluo-8 fluorescence; actives 0.6% (n = 360,000); inhibition, % at 3 µM; AID 602250;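 active = inhibition above a per-plate cutoff, the plate's mean sample inhibition plus 3 SD, cut at about 24% in these data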;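 also: 0% = DMSO plus EC80 ATP and 100% = DMSO alone without ATP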
# TAAR1 antagonist = human TAAR1 antagonists, primary screen, Fluo-8 calcium fluorescence, CHO RD-HGA16 cells; Trace amine-associated receptor 1 (Homo sapiens), Q96RJ0; antagonist; inhibition, % at 3 µM; actives 1.5% (n = 360,000); AID 624466, 2012;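 active = inhibition above a per-plate cutoff, the mean inhibition of test compounds on that plate plus 3 SD, cut at about 49% in these data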;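 also: 0% = DMSO plus EC80 beta-PEA response and 100% = DMSO alone without agonist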
#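 System: RD-HGA16 CHO cells with stable hTAAR1 and Gα16 | Probe or stimulus: EC80 β-phenethylamine stimulus | Dosing: 3 µM, single point | Times: Dye loading 75 min at 37 °C, then 30 min room temperature | Measured by: Fluo-8 calcium-sensitive fluorescence | Read-out basis: % inhibition of agonist calcium response | Replicates: n of 1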
# M1 PAM parental = nonselective calcium activators in parental CHO-K1 cells, primary screen, counter-screen for M1 PAM project, cell-based, Fluo-8 calcium fluorescence, full deck, 1536-well | ATP EC20; 0% at ATP EC20, 100% at ATP max | activation, % at 3 µM | actives 0.02% (n = 360,000);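 active = activation above the run cutoff, the mean activation of all test compounds plus 3 SD, cut at about 40% in these data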;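 also: peak over basal fluorescence ratio in a 140 s read after ATP addition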
# CHRM1 antagonist = human M1 muscarinic receptor antagonists, primary screen, CHO-K1 cells, Fluo-8 calcium fluorescence, 1536-well | actives 1.3% (n = 360,000) | CHO-K1 hM1, ACh EC80 antagonist | inhibition, % at 3 µM;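 active = percent inhibition above its own plate's cutoff, namely the mean of that plate's compound wells plus 3 SD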;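 also: peak over basal fluorescence ratio during 140 s after agonist addition; 0% = ACh EC80 plus DMSO and 100% = DMSO alone without agonist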
# Target sequence (P11229 whole entry, looked up): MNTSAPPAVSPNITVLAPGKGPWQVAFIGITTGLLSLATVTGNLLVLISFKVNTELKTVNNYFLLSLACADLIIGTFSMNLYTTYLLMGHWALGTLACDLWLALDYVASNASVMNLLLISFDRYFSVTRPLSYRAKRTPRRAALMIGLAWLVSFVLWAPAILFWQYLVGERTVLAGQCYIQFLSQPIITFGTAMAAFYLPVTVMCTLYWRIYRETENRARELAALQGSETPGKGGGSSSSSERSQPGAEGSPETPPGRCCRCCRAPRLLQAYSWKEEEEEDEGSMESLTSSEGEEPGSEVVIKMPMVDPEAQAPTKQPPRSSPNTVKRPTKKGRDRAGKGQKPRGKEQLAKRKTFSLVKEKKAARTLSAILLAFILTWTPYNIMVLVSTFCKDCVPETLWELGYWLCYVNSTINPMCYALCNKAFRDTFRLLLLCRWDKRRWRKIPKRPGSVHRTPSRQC
# CHO parental Ca = ATP-evoked calcium signal inhibitors, parental CHO, primary screen, counter-screen for OX1R antagonist project, cell-based, fluorescence, Fluo-8 calcium dye | parental CHO-K1, ATP-induced calcium, Fluo-8 fluorescence | AID 463079, 2010 | inhibition, % at 5.6 µM | actives 0.63% (n = 330,000);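 active = inhibition above that plate's mean sample inhibition plus 3 SD, cut at about 26% in these data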;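 also: 0% = ATP-challenged DMSO wells and 100% = DMSO wells without ATP; some compounds past the cut are filed as inactive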
#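 Assay system: parental CHO cells; Read-out basis: percent inhibition of ATP-evoked calcium rise, normalized to controls; Benchmarks: ATP and no-ATP DMSO wells; Compound dosing: single nominal dose of 5.6 µM per compound; Signal: Fluo-8 calcium dye fluorescence; Also added: ATP as calcium-mobilizing challenge; Repeats: singlicate.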
# OXTR potentiator = human OXTR potentiators, primary screen, fluorescence, CHO-OTR cells, Fluo-8 calcium | Oxytocin receptor (Homo sapiens), P30559 | Fluo-8 calcium fluorescence, potentiator mode; 0% = oxytocin EC15, 100% = EC100 | actives 0.061% (n = 320,000) | activation, % at 3 µM | AID 2445, 2010;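 active = activation above that plate's cutoff, the mean activation of tested compounds plus 3 SD, cut at about 6.6% in these data, passing the limit was not always enough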;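 also: 100% uses oxytocin at 75 nM as the full agonist control; some results filed as inactive read as strong as hits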
# Target sequence (P30559 whole entry, looked up): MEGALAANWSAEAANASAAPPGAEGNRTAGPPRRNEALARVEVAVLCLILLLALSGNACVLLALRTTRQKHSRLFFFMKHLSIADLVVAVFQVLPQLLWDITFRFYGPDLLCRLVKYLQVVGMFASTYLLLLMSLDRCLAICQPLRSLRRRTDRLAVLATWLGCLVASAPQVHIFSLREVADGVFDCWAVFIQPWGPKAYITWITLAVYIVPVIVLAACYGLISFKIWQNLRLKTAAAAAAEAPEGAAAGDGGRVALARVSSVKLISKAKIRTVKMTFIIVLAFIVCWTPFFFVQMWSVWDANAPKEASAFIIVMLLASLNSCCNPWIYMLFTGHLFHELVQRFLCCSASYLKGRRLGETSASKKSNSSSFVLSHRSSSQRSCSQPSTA
#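 System: human OTR in CHO cells; Also added: sub-maximal oxytocin, roughly EC15; Timing: compound 6 min at room temperature before oxytocin, 100 s read; Technique: Fluo-8 intracellular calcium fluorescence, ex 470-495, em 515-575 nm; Controls: oxytocin EC15 low and EC100 high; Replication: singlicate.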
# CHO-K1 Ca ag = counter-screen for M1 agonists: effect in parental CHO-K1 cells | actives 0.48% (n = 360,000) | activation, % at 3 µM | AID 602248, 2012 | Fluo-8 calcium fluorescence; scaled to maximal ATP response, vehicle zero; in the data active = activation above about 15%;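 also: untransfected CHO-K1 host cells lacking M1 receptor as counterscreen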
# TAAR1 agonist = human TAAR1 agonists, primary screen, Fluo-8 calcium fluorescence, CHO RD-HGA16 cells; Trace amine-associated receptor 1 (Homo sapiens), Q96RJ0; vehicle wells 0%, saturating PEA agonist 100%; activation, % at 3 µM; actives 0.99% (n = 360,000);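 active = activation above the mean activation of all test compounds in the run plus 3 SD, cut at about 38% in these data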
#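 Test system: RD-HGA16 (CHO) cells co-expressing Gα16 and hTAAR1 | Doses: Single dose, 3 µM | Schedule: 17-24 h seeding, 75 min 37 °C dye, 30 min RT | Evaluation: % activation from peak over basal fluorescence ratio, DMSO-to-PEA scaled | Technique: Kinetic Fluo-8 calcium fluorescence | Benchmarks: Low control DMSO, high control PEA (EC100)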
# CHRM1 agonist = human M1 muscarinic receptor agonists, primary screen, Fluo-8 calcium fluorescence, CHO-K1 cells, HTS; Muscarinic acetylcholine receptor M1 (Homo sapiens), P11229; CHO-K1 hM1, agonist mode; 0% DMSO, 100% acetylcholine EC100; activation, % at 3 µM; actives 0.33% (n = 360,000);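 active = activation above the run's mean compound activation plus 3 SD, cut at about 16% in these data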;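 also: peak over basal fluorescence ratio within a 140 s kinetic read after compound addition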
# Starred values were filed as active, the others as inactive; · = no result given.
SMILES,CHO-K1 Ca antag,TAAR1 antagonist,M1 PAM parental,CHRM1 antagonist,CHO parental Ca,OXTR potentiator,CHO-K1 Ca ag,TAAR1 agonist,CHRM1 agonist
CC(C)(C)NC(=O)CN(C(=O)CS(=O)CC(=O)Nc1ccc(F)cc1)c1ccccc1 (stereo not drawn),13.0,8.0,-10.2,9.4,-3.5,3.1,-0.2,15.8,-4.2
COc1ccc(S(=O)(=O)C(C#N)c2nc3ccccc3nc2N2CCC(C)CC2)cc1 (stereo not drawn),·,16.2,·,·,-11.2,-15.4,·,1.9,·
CC(=O)c1ccc(N2CCN(C(=O)C3CCC3)CC2)cc1,-3.9,19.5,8.2,-4.3,-5.3,-7.4,1.0,-0.8,-6.8
COc1ccccc1NS(=O)(=O)c1cccc(C(=O)NNC(=O)C(NC(N)=O)C(C)C)c1 (stereo not drawn),-0.4,-38.1,5.6,-13.7,-0.3,-0.4,0.1,1.1,-2.3
CCOc1ccc(NS(=O)(=O)c2ccc(C(=O)N(C)Cc3cccc(OC)c3OC)cc2)cc1,0.2,-2.5,-2.0,15.4,-8.6,-10.9,12.2,11.7,10.7
Cc1ccsc1/C=N/NC(=O)c1ccccn1,-0.3,0.8,5.5,0.2,-8.5,4.3,0.1,-1.2,-4.4
CCC(C)(C)NC(=O)CN(C(=O)CCC(=O)Nc1nccs1)c1ccc2c(c1)OCCO2,-5.5,7.0,-8.2,5.8,-21.8,-6.3,0.0,-0.1,-1.1
O=C(COc1ccccc1)Nc1ccccc1C(=O)NCc1ccco1,7.6,29.4,8.3,2.1,-4.4,-12.1,3.0,16.9,-0.6
Cc1cc(C)c2c(CN3CCN(Cc4ccc5c(c4)OCO5)CC3)cc(=O)oc2c1C,-6.2,3.9,15.6,-11.9,-20.7,-3.4,0.1,9.8,-4.2
CN(C)C(=O)c1cc(C(=O)c2ccc(F)cc2F)c[nH]1,22.1,7.8,5.5,-3.9,0.8,-9.8,0.1,-0.5,-4.8
Cn1c(=O)[nH]c(=O)c2c1nc(NCCCO)n2CCCc1ccccc1,-9.3,1.1,12.4,-17.9,-7.2,0.9,4.5,2.7,-1.9
CN1CCN(CCC(=O)Nc2ccc3c(c2)OCO3)CC1,-8.4,-14.6,12.1,-12.5,-3.6,-15.6,0.5,4.0,-3.0
CC(C)(O)[C@@H]1CC(=O)[C@]2(C)[C@H](CC[C@@]3(C)[C@H](c4ccoc4)OC(=O)[C@H]4O[C@]432)[C@@]1(C)/C=C\C(=O)O,-7.8,-3.5,14.8,-13.2,-7.1,1.2,0.5,4.4,-2.8
CC1CCN(CCCNC(=O)CN2CCN(Cc3ccc(Cl)cc3)C2=O)CC1,-0.5,-11.7,16.2,-13.5,-4.5,-0.3,0.0,1.4,-10.7
COC(=O)c1ccc(NC(=O)COC(=O)CCC2CCCC2)cc1,-8.6,1.0,-2.8,15.0,-23.8,-8.2,0.2,-1.8,-0.1
CCn1c2ccccc2c2nnc(SCC(=O)NC(CC(C)C)C(=O)OC)nc21 (stereo not drawn),9.7,-12.8,-6.8,4.7,-4.6,-0.2,0.6,7.1,-4.8
Cc1nc(-c2cccc(S(=O)(=O)N3CCCCCC3)c2)cs1,-7.2,7.1,13.2,-7.7,-18.1,-9.9,-0.2,19.7,-3.0
COc1ccc(-c2cc(C(=O)Nc3c(C)nn(Cc4ccc(Cl)cc4)c3C)no2)cc1,-38.2,11.6,9.1,-5.2,-13.2,-8.8,3.2,2.1,-1.0
COc1ccc(C/C(N)=N/OC(=O)CCc2ccccc2)cc1,2.7,-13.5,2.1,-5.4,-7.9,-7.3,-1.5,4.0,-3.2
O=C(NCc1ccccn1)C1CC(c2ccc(Cl)c(Cl)c2)=NO1 (stereo not drawn),9.2,9.5,-4.5,10.5,4.3,-22.4,9.6,10.5,-0.5

# Entries listed so far that contain fluorine:
SMILES,CHO-K1 Ca antag,TAAR1 antagonist,M1 PAM parental,CHRM1 antagonist,CHO parental Ca,OXTR potentiator,CHO-K1 Ca ag,TAAR1 agonist,CHRM1 agonist
CC(C)(C)NC(=O)CN(C(=O)CS(=O)CC(=O)Nc1ccc(F)cc1)c1ccccc1 (stereo not drawn),13.0,8.0,-10.2,9.4,-3.5,3.1,-0.2,15.8,-4.2
CN(C)C(=O)c1cc(C(=O)c2ccc(F)cc2F)c[nH]1,22.1,7.8,5.5,-3.9,0.8,-9.8,0.1,-0.5,-4.8

# The list goes on:
SMILES,CHO-K1 Ca antag,TAAR1 antagonist,M1 PAM parental,CHRM1 antagonist,CHO parental Ca,OXTR potentiator,CHO-K1 Ca ag,TAAR1 agonist,CHRM1 agonist
CCC(CO)Oc1cc(NC(=O)c2ccccc2N)c2ncn(C(C)C)c2c1 (stereo not drawn),1.5,42.6,-14.3,17.9,-12.2,-2.5,2.8,15.7,-2.7
CCNC(=S)NNC(=O)c1csc2c1CCCC2,-0.2,·,-5.5,-0.6,3.0,-7.3,-0.3,·,3.5
C=CCNC(=O)C1CCN(S(=O)(=O)c2cccs2)CC1,-12.1,-9.0,-5.8,-14.0,-2.4,-4.4,0.5,4.3,-1.9
N#CN(CC(N)=O)c1nc(N2CCCCC2)nc(N2CCCCC2)n1,27.6*,-19.6,-9.2,13.3,-2.5,-10.1,0.2,14.4,-1.9
CC(C)CNS(=O)(=O)c1ccc(NC(=O)Cn2nc(-c3ccc(F)cc3)ccc2=O)cc1,-1.8,3.5,12.1,-5.3,-15.9,-3.1,0.1,-2.4,-6.7
COc1cccc(/C=N/n2c(C)nc3ccccc3c2=O)c1O,-1.9,7.2,-2.2,5.2,-3.4,-0.3,0.3,4.2,-3.1
CC(C)(C)c1cc(CCC(=O)NCCc2ccccn2)cc(C(C)(C)C)c1O,-7.3,11.7,-6.3,-4.8,-22.1,-6.5,-0.7,-4.3,-2.3
O=C(Cn1nc(-c2ccccc2)ccc1=O)N1CCOCC1,-7.2,-6.4,15.2,-0.9,7.4,-8.8,0.8,0.7,-2.2
Cn1nc(C(C)(C)C)cc1NC(=O)C1(C)CCN1C(=O)C1(c2ccccc2)CC1 (stereo not drawn),-6.3,-3.9,-1.0,-7.2,·,·,1.2,2.0,-4.7
Cc1ccc(Cn2nc(C)c(NC(=O)c3cc(-c4ccco4)on3)c2C)cc1,-2.7,·,7.7,5.5,-9.1,-6.9,6.9,·,-3.6
Cc1ccc(C(=O)OCC(=O)N2c3ccccc3NC(=O)C2(C)C)cc1S(=O)(=O)N1CCCCC1,-7.1,-3.8,-3.8,-4.8,-23.5,-0.8,0.1,-1.1,-0.2
CN(Cc1ccccc1)C(=O)CCn1c(=O)c2cccn2c2cccnc21,-13.3,-15.7,16.4,-14.0,-12.7,-5.9,0.5,6.8,-0.2
O=C(N/N=C/c1c[nH]c2ccccc12)C1CC(=O)N(c2ccccc2)C1 (stereo not drawn),-6.4,3.5,22.2,-4.5,-4.5,-4.8,12.4,13.5,-9.2
Clc1ccccc1Cn1nnc2c(Nc3ccccc3)ncnc21,-18.4,·,17.9,-4.7,-14.6,-1.0,3.1,·,1.0
COC(=O)C1=C(C)C(c2ccc(OC)cc2)NC(=S)N1 (stereo not drawn),-6.7,-11.5,12.2,-16.4,2.3,-8.0,-0.1,0.2,-3.5
COCCNC(=O)C1(C)CCCN(Cc2cc3ccccc3o2)C1 (stereo not drawn),-6.1,7.5,11.8,-5.8,·,·,0.6,0.9,-4.5
O=C(OC1C2C=CC1C1C(=O)NC21)c1ccccc1 (stereo not drawn),4.5,-10.5,-9.0,-7.6,·,·,0.6,2.1,-3.9
COc1ccc(-c2c(C#Cc3ccsc3)c3cc(-c4ccc(OC)c(F)c4)ccc3n2C)cc1,-5.6,10.4,13.0,-13.1,-1.5,-5.0,0.2,1.3,-4.6
N#CCc1ccc(OC(=O)c2ccncc2)cc1,-15.0,-22.6,10.3,-12.7,-11.1,-0.9,0.4,1.6,-0.7
CC(C)Oc1cccc(C(=O)C2CCCN(C(=O)c3cc(C4CC4)[nH]n3)C2)c1 (stereo not drawn),-10.5,-20.7,22.3,-12.2,-7.0,0.7,7.5,0.2,-0.8
CCc1nc(C)cn1S(=O)(=O)c1cc(C)c(OC)c(C)c1C,-3.3,38.6,7.2,23.4,31.4*,-9.0,7.3,5.3,-3.0
Cc1noc(C)c1CN1C(=O)c2ccccc2C1=O,6.6,-25.1,-2.5,0.6,-7.5,-6.0,0.8,1.3,-5.1
COc1ccc(Cl)c(NC(=O)Cn2nnc(-c3ccccc3N)n2)c1,2.0,17.0,4.2,9.2,-4.4,-7.3,1.4,5.4,-2.8
COc1ccc(/C(N)=N/OC(=O)c2ccc([N+](=O)[O-])c(C)c2)cc1OC,-10.2,5.5,16.6,-12.4,-4.6,0.9,1.9,3.9,-7.2
COc1ccc(C(=O)NCC(c2ccco2)N2CCOCC2)cc1OC (stereo not drawn),0.1,3.6,-0.3,-4.1,-1.6,-1.3,1.1,0.1,-2.3
CCOC(=O)CC(NC(=O)C1c2ccccc2Oc2ccccc21)c1ccccc1Cl (stereo not drawn),-4.5,-32.4,10.4,-1.7,-15.4,-6.1,-0.1,-1.3,-3.5
C(=NN=Cc1c[nH]c2ccccc12)c1c[nH]c2ccccc12,8.2,21.9,11.3,7.2,·,·,3.8,4.6,-1.7
CCC(C)(C)NC(=O)CN(Cc1cccs1)C(=O)CCC(=O)Nc1nccs1,-4.1,-13.8,-5.0,-27.8,-2.3,-0.9,0.7,2.3,2.0
COc1cccc(OC)c1C(=O)Nc1ccc(N2CCN(S(C)(=O)=O)CC2)cc1,0.5,-18.4,5.9,-7.6,1.6,-1.1,0.0,2.9,-2.8
COc1ccc(N2C(=O)CC(N3CCN(S(=O)(=O)c4c(F)cccc4F)CC3)C2=O)cc1OC (stereo not drawn),-3.5,8.2,9.2,-9.2,-7.7,-10.9,0.1,4.2,-2.7
CCOc1cc(/C=C2/C(=N)N3C=CSC3=NC2=O)ccc1OCCCOc1ccccc1C,-7.4,0.0,-15.4,-2.4,-14.2,-7.4,-0.4,2.4,-0.9

# Bioassay records: PubChem, The Scripps Research Institute Molecular Screening Center
